# Compound activity: PubChem, several laboratories
# AGP1 TOR yeast: alters AGP1-GFP fluorescence in TOR pathway yeast screen; S. cerevisiae AGP1-GFP multiplex flow cytometry, 3 h; GFP as percent of DMSO wells; 0.02% of 320,000 active; GFP response vs DMSO, % at 10 µM;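 active = GFP response relative to DMSO above a set limit, near screen average plus 3 SD, cut at about 150% in these data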;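 also: median GFP channel fluorescence of the gated AGP1 strain per well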
# procasp3 activ: procaspase-3 (human) activation; activation, % at 8.5 µM; recombinant procaspase-3 D3A, Ac-DEVD-pNA absorbance 405 nm; AID 463141; 0.11% of 330,000 active; P42574;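 active = activation above the mean of all tested compounds plus 3 SD, cut at about 21% in these data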;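 also: 0% = DMSO alone and 100% = DMSO wells spiked with extra 5 µM PC-3 D3A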
# Target sequence (P42574 whole entry D9A/D28A/D175A): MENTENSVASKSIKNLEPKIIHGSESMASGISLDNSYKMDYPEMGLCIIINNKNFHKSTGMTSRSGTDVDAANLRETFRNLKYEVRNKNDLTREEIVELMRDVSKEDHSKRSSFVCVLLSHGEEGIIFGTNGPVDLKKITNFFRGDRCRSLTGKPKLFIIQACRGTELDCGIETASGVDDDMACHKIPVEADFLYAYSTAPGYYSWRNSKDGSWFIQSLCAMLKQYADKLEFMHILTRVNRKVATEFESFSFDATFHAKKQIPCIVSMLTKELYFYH
#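 Assay system – Procaspase-3 D3A mutant, all three cleavage aspartates alanine · Controls – DMSO-only low control, 5 µM PC-3 D3A high control · Schedule – 1 h compound preincubation, 2 h substrate hydrolysis at 25 °C · Signal – 405 nm absorbance of p-nitroaniline, reads at 0 and 120 min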
# MEP2 TOR yeast: yeast TOR pathway MEP2-GFP modulation; S. cerevisiae MEP2-GFP strain, flow cytometry GFP, 3 h; 100% = DMSO control level; GFP response vs DMSO, % at 10 µM; 0.51% of 330,000 active;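 active = GFP response versus DMSO above a set limit, roughly screen mean plus 3 SD, cut at about 180% in these data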;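 also: median GFP fluorescence of the barcode-gated MEP2-GFP cells per well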
# CIT2-GFP yeast: modulators of TOR pathway CIT2-GFP in S. cerevisiae. 0.065% of 320,000 active. AID 2029. GFP response vs DMSO, % at 10 µM. S. cerevisiae CIT2-GFP strain, flow cytometry, 3 h; 100 means same as DMSO wells;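 active = GFP response relative to DMSO above a set limit, near the screen mean plus 3 SD, cut at about 150% in these data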;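 also: ratio of well median GFP fluorescence to mean of DMSO wells on the plate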
# procasp7 counter: counter-screen: procaspase-7 (human) activation. 0.093% of 330,000 active. P55210. recombinant procaspase-7, Ac-DEVD-pNA absorbance 405 nm; D23A/D198A/D206A triple mutant, cannot self-cleave; scale: DMSO 0, 5 µM enzyme 100. activation, % at 8.5 µM;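 active = percent activation above the screen-wide mean plus 3 SD, cut at about 25% in these data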
# Target sequence (P55210 whole entry D23A/D198A/D206A): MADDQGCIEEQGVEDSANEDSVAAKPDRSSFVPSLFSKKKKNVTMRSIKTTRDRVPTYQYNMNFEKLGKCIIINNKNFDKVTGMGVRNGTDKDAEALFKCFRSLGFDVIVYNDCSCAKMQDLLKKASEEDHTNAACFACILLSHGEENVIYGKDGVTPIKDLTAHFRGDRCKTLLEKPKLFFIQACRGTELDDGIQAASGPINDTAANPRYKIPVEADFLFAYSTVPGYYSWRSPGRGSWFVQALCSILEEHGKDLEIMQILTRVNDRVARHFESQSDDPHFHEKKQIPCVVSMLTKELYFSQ
#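 Replicates: singlicate. Assay system: Procaspase-7 triple mutant (PC-7 D3A). Signal: 405 nm absorbance of p-nitroaniline. Times: 1 h preincubation, 2 h reaction. Buffer or medium: Zinc-free HEPES pH 7.4 with 300 mM NaCl, 0.01% Triton X-100. Also added: DEVD-pNA substrate. Benchmarks: DMSO wells as 0%, DMSO with 5 µM added PC-7 as 100%.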
# RPL19A-GFP yeast: yeast TOR pathway RPL19A-GFP modulation | 0.3% of 330,000 active | percent response vs DMSO, % at 10 µM | AID 2025 | S. cerevisiae RPL19A-GFP strain, flow cytometry, 3 h; active compounds read low;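 active = percent response vs DMSO below 50%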;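 also: median channel GFP fluorescence of the barcoded RPL19A-GFP strain; ratio of sample median GFP to plate DMSO average so 100% = DMSO; lower means less RPL19A-GFP as with rapamycin TOR inhibition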
# AHR activator: activates the human aryl hydrocarbon receptor; AHR-responsive luciferase reporter cells, luminescence; activation, % at 5 µM; 2.5% of 320,000 active; in the data active = activation above about 47%;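 also: 0% = vehicle wells and 100% = reference agonist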
# LAP4-GFP MLPCN: yeast TOR pathway LAP4-GFP modulation; AID 2023; GFP response vs DMSO, % at 10 µM; S. cerevisiae LAP4-GFP multiplex, flow cytometry GFP, 3 h; median GFP as percent of DMSO wells; 0.34% of 320,000 active;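 active = GFP response vs DMSO above a set limit, about the screen mean plus 3 SD, cut at about 150% in these data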
# Starred values were filed as active, the others as inactive; . = no result given.
No.	compound	AGP1 TOR yeast	procasp3 activ	MEP2 TOR yeast	CIT2-GFP yeast
1	COCc1cc(=O)[nH]c(Nc2nc3ccc(C)cc3o2)n1	87	1	93	102
2	CCOC(=O)/C=C1\SCC(=O)N1CC(=O)NCc1cccc(Cl)c1	91	-5	83	87
3	COc1ccc(C)cc1NC(=O)CSc1ccc(-c2ccccn2)nn1	102	0	102	103
4	COc1cccc(-n2cnc3sc(C)c(C)c3c2=O)c1	97	1	102	103
5	Cc1sc2ncn(-n3c(C)ccc3C)c(=O)c2c1C	85	3	94	86
6	O=C1CS/C(=N/N=C\c2ccn[nH]2)N1	85	-10	98	87
7	COc1ccc2cc(C(=O)C3CCCN(C(=O)c4csnn4)C3)ccc2c1 (stereo unspecified)	103	12	96	93
8	O=C(NCc1ccco1)C(=O)N1CCCC1	110	-2	100	110
9	C/C(=N\NC(=S)Nc1ccc(F)cc1)c1ccc2c(c1)OCCO2	90	-6	98	98
10	COc1ccc(NC(=O)c2cccnc2Sc2ccccc2)c(OC)c1	98	-10	105	93

No.	procasp7 counter	RPL19A-GFP yeast	AHR activator	LAP4-GFP MLPCN
1	6	92	48*	91
2	-2	93	0	90
3	10	107	6	98
4	-5	105	0	112
5	11	84	0	90
6	-3	98	7	97
7	-4	99	20	110
8	3	97	0	113
9	-10	97	137*	89
10	1	98	1	99

# Six entries from above, with bars between the fields:
no. | compound | AGP1 TOR yeast | procasp3 activ | MEP2 TOR yeast | CIT2-GFP yeast | procasp7 counter | RPL19A-GFP yeast | AHR activator | LAP4-GFP MLPCN
3 | COc1ccc(C)cc1NC(=O)CSc1ccc(-c2ccccn2)nn1 | 102 | 0 | 102 | 103 | 10 | 107 | 6 | 98
4 | COc1cccc(-n2cnc3sc(C)c(C)c3c2=O)c1 | 97 | 1 | 102 | 103 | -5 | 105 | 0 | 112
5 | Cc1sc2ncn(-n3c(C)ccc3C)c(=O)c2c1C | 85 | 3 | 94 | 86 | 11 | 84 | 0 | 90
6 | O=C1CS/C(=N/N=C\c2ccn[nH]2)N1 | 85 | -10 | 98 | 87 | -3 | 98 | 7 | 97
7 | COc1ccc2cc(C(=O)C3CCCN(C(=O)c4csnn4)C3)ccc2c1 (stereo unspecified) | 103 | 12 | 96 | 93 | -4 | 99 | 20 | 110
8 | O=C(NCc1ccco1)C(=O)N1CCCC1 | 110 | -2 | 100 | 110 | 3 | 97 | 0 | 113

# (continued)
No.	compound	AGP1 TOR yeast	procasp3 activ	MEP2 TOR yeast	CIT2-GFP yeast
11	O=C(COC(=O)c1cccc(N2C(=O)C3CC=CCC3C2=O)c1)c1ccccc1 (stereo unspecified)	115	-6	100	117
12	COc1cc(C(=O)Oc2cc(N)n(S(=O)(=O)c3ccc(F)cc3)n2)cc(OC)c1OC	99	-29	83	94
13	Cc1ccc(C2(C)NC(=O)N(CC(=O)N3CC(=O)Nc4ccccc43)C2=O)cc1 (stereo unspecified)	99	9	95	98
14	CCN(Cc1ccncc1)C(=O)CCc1nnc(CCc2ccccc2OC)o1	109	2	111	107
15	CC1(C)OCC(C2CC(c3ccccc3)NS(=O)(=O)O2)O1 (stereo unspecified)	78	3	91	66
16	Cc1oc2ccc(OC(=O)COc3c(F)c(F)c(F)c(F)c3F)cc2c1C(=O)OC(C)C	98	2	96	102
17	CC(NCc1ccccc1O)C12CC3CC(CC(C3)C1)C2 (stereo unspecified)	99	-3	109	100
18	CCOC(=O)c1cccc(NC(=O)c2cnc3ccccc3n2)c1	100	8	101	104
19	CCN1C(=NCCCOC(C)C)N[C@@H](c2ccccc2)[C@H](C(=O)OC)[C@H]1C	77	3	90	74
20	CC(O)Cn1nc([N+](=O)[O-])nc1N (stereo unspecified)	87	-6	81	96

No.	procasp7 counter	RPL19A-GFP yeast	AHR activator	LAP4-GFP MLPCN
11	0	107	1	91
12	-26	97	-1	96
13	0	96	0	99
14	-4	106	-2	103
15	3	93	2	109
16	2	106	-2	93
17	7	106	-1	90
18	-1	105	-4	103
19	15	102	0	74
20	-1	81	0	84

# Remaining list, next part.
No.	compound	AGP1 TOR yeast	procasp3 activ	MEP2 TOR yeast	CIT2-GFP yeast
21	Cc1ccc(CNC(=O)C2CC3Cn4c(nc5ccccc54)C3N2C)o1 (stereo unspecified)	87	-11	101	85
22	c1ccc(-c2nnsc2-c2ccccc2)cc1	99	6	112	108
23	S=C(NCc1cccnc1)Nc1cc(Cl)cc(Cl)c1	109	-12	108	105
24	Cc1cc(C)c(S(=O)(=O)N2CCN(C(=O)c3cc(=O)[nH]c4ccccc34)CC2)c(C)c1	100	7	101	94
25	CC1(c2ccc3ccccc3c2)NC(=O)N(CC(=O)N2CCC(C(N)=O)CC2)C1=O (stereo unspecified)	91	3	96	81
26	C[N+](C)(C)CCOP(=O)(O)OP(=O)([O-])OC[C@H]1O[C@@H](n2ccc(N)nc2=O)[C@H](O)[C@@H]1O	89	-3	104	103
27	Cn1c(CNC(=O)c2ccc(F)cc2)nc2ccccc21	97	5	101	92
28	Cc1nnc(SCC(=O)N(CC(C)C)c2c(N)n(Cc3ccccc3)c(=O)[nH]c2=O)n1N	99	-4	115	96
29	CCOC(=O)N1CCC(n2c(SCC(=O)N3CCC(C)CC3)nc3ccccc3c2=O)CC1	99	0	94	90
30	Cc1ccc(C(=O)Nc2ccc3ncccc3c2)cc1	100	-2	105	96

No.	procasp7 counter	RPL19A-GFP yeast	AHR activator	LAP4-GFP MLPCN
21	-6	95	-1	111
22	-7	105	0	102
23	-8	100	15	118
24	5	103	3	98
25	0	91	-1	92
26	4	103	-3	107
27	-2	95	14	99
28	7	93	-1	118
29	5	95	-3	102
30	5	96	-4	108

# New compounds follow
No.	compound	AGP1 TOR yeast	procasp3 activ	MEP2 TOR yeast	CIT2-GFP yeast
31	O=C(CN1C(=O)c2ccccc2S1(=O)=O)NCCSCc1ccccc1Cl	98	7	103	102
32	COc1ccc(-c2cc(CNS(=O)(=O)c3ccccc3)on2)cc1	109	-4	98	104
33	COc1cc(C(=O)NCC(C)C)cc(OC)c1OC	92	-6	104	108
34	CCN(CC)C(=O)c1ccc(-c2cccs2)s1	72	-7	73	52
35	CN(C(=O)c1cccc(NC(=O)Cc2ccc([N+](=O)[O-])cc2)c1)C1CCCCC1	85	2	104	86
36	COc1ccc(OCC2NCCc3cc(OC)c(OC)cc32)cc1 (stereo unspecified)	102	-4	109	99
37	Cc1c(C(=O)O)oc2ccc(S(=O)(=O)N3CC(C)CC(C)C3)cc12 (stereo unspecified)	102	2	96	98
38	CCCCN(CC)CCNC(=S)Nc1ccc2nc(N3CCN(C)CC3)cc(C)c2c1	93	5	112	94
39	COc1cc(S(=O)(=O)N2CC(=O)Nc3ccccc32)ccc1NC(C)=O	105	-4	107	104
40	Cc1ccc(C)c(N=Cc2ccc(-c3ccc([N+](=O)[O-])cc3)o2)c1	97	-7	95	101

No.	procasp7 counter	RPL19A-GFP yeast	AHR activator	LAP4-GFP MLPCN
31	-11	105	-1	93
32	-1	102	1	112
33	5	102	-1	82
34	6	85	3	184*
35	7	98	-1	84
36	6	101	0	95
37	-15	98	3	97
38	-12	103	0	92
39	-5	102	9	113
40	-1	95	1	92

# Entries by screen from the entries so far:
# LAP4-GFP MLPCN, compounds 31 to 39 → 93, 112, 82, 184*, 84, 95, 97, 92, 113
# AGP1 TOR yeast, compounds 31 to 39 → 98, 109, 92, 72, 85, 102, 102, 93, 105
# RPL19A-GFP yeast, compounds 31 to 39 → 105, 102, 102, 85, 98, 101, 98, 103, 102

# Only AHR activator, procasp3 activ and CIT2-GFP yeast, for 3 of the compounds above:
no.	structure	AHR activator	procasp3 activ	CIT2-GFP yeast
37	Cc1c(C(=O)O)oc2ccc(S(=O)(=O)N3CC(C)CC(C)C3)cc12 (stereo unspecified)	3	2	98
38	CCCCN(CC)CCNC(=S)Nc1ccc2nc(N3CCN(C)CC3)cc(C)c2c1	0	5	94
39	COc1cc(S(=O)(=O)N2CC(=O)Nc3ccccc32)ccc1NC(C)=O	9	-4	104

# The list goes on:
No.	compound	AGP1 TOR yeast	procasp3 activ	MEP2 TOR yeast	CIT2-GFP yeast
41	Cc1cc(O)c(C(C)C)cc1NC(=O)c1cccc(Cl)c1	100	-5	103	93
42	CCCN(C(=O)COC(=O)c1cc(CC)c(C)s1)c1c(N)n(Cc2ccccc2)c(=O)[nH]c1=O	116	-1	110	93
43	CC(=O)Nc1ccccc1OC(=O)N1CCOCC1	92	-1	97	86
44	COc1ccc(S(=O)(=O)N(CC(=O)NCC2CCCO2)c2ccccc2)cc1OC (stereo unspecified)	97	1	98	91
45	CCCCn1c(N)c(N(CCOC)C(=O)c2c(CC)noc2C)c(=O)[nH]c1=O	106	2	99	89
46	O=C1NC(=Nc2ccc(O)cc2)S/C1=C/c1ccco1	97	2	99	99
47	CN(C)Cc1c(C(=O)N/N=C/C2CC=CCC2)nnn1-c1nonc1N (stereo unspecified)	106	-3	106	107
48	CC(=O)c1c(C)nc2nonc2c1N	101	-4	98	104
49	COc1ccc(-c2nc3ccccc3s2)cc1NC(C)=O	100	-1	100	89
50	C=CCn1c(C)cc(C(=O)COC(=O)CNC(=O)c2ccccc2)c1C	98	3	87	116

No.	procasp7 counter	RPL19A-GFP yeast	AHR activator	LAP4-GFP MLPCN
41	6	100	-1	96
42	7	104	0	130
43	-5	93	-3	99
44	-1	94	0	96
45	-7	100	0	104
46	7	105	9	114
47	5	102	-5	92
48	1	97	2	101
49	10	99	57*	117
50	3	105	-2	92

# Continued.
No.	compound	AGP1 TOR yeast	procasp3 activ	MEP2 TOR yeast	CIT2-GFP yeast
51	COc1cccc(/C=N/Nc2ncc(C)c(=O)[nH]2)c1OC	94	-1	110	99
52	CC1CCCC(NC(=O)COC(=O)[C@@H]2CC(O)CN2S(=O)(=O)c2ccc3c(c2)OCCO3)C1C (stereo partly specified)	100	5	108	100
53	COc1ccc(S(=O)(=O)N2CCC(C(=O)N3CCc4ccccc4C3)CC2)cc1OC	94	-6	94	91
54	CC(=O)NCCc1ccc(C(=O)COC(=O)c2ccco2)cc1	98	-1	101	97
55	Cc1cc2cc(CNC(=O)c3ccc(Br)o3)ccc2[nH]1	93	1	89	92
56	COc1cccc(C(=O)N(Cc2ccco2)c2c(N)n(Cc3ccccc3)c(=O)[nH]c2=O)c1	98	3	100	91
57	Clc1ccc(CSc2ncn(-c3ccccc3)n2)cc1	98	0	99	96
58	Cc1ccc(S(=O)(=O)N2CCCC2CNC(=O)C(=O)NCc2cccs2)cc1 (stereo unspecified)	106	-8	98	106
59	COc1ccc(OC)c(S(=O)(=O)N2Cc3ccccc3CC2C(=O)O)c1 (stereo unspecified)	85	5	93	.

No.	procasp7 counter	RPL19A-GFP yeast	AHR activator	LAP4-GFP MLPCN
51	10	105	7	100
52	5	107	1	99
53	1	95	3	101
54	-6	99	-2	94
55	-1	93	11	98
56	-4	98	0	106
57	1	101	-6	107
58	11	98	0	112
59	9	95	-1	98
